Source: PubChem
TRPC6 act: mouse TRPC6 channel activators, primary screen, cell-based, HEK293, membrane potential dye | Short transient receptor potential channel 6 (Mus musculus), Q61143 | HEK293-TRPC6 membrane potential dye fluorescence; active compounds read high | B-score at 10 µM | hit rate 0.13% among 310,000;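 active = B-score of the integrated fluorescence ratio above library mean plus 3 SD, and starting fluorescence ratio within library mean plus 5 SD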;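 also: higher score means more depolarization so channel activation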
RGS4 pot: RGS4 potentiators or activators, primary screen, cell-based, HEK293 M3R inducible RGS4, calcium flux; B-score at 10 µM; carbachol calcium flux Fluo4; active compounds read low; hit rate 0.92% among 310,000; AID 463111, 2010;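 active = B-score of the integrated calcium signal more than 4 SD below the library mean, with starting fluorescence not abnormally high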;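 also: negative B-score means reduced calcium response which marks RGS4 activation or potentiation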
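System: HEK293 FlpIn-TREx cells, stable M3R, doxycycline-inducible RGS4. Timing: overnight RGS4 induction, 30 min dye load 37 °C, 20 min compound RT. Also added: carbachol, ECmax concentration. Measured by: Fluo4 fluorescence kinetic imaging of calcium. Evaluation: integrated calcium ratio converted to B score.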
MrgX1 agonist: agonists of human MrgX1 receptor, primary screen, HEK293 cells, Fluo-4 calcium flux; Mas-related G-protein coupled receptor member X1 (Homo sapiens), Q96LB2; Fluo-4 calcium fluorescence, agonist mode; active compounds read high; B-score at 10 µM; hit rate 0.44% among 310,000; AID 588627, 2011;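 active = calcium response B-score plate-corrected fluorescence ratio at least 3 library SD, with starting fluorescence B-score inside 5 SD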
Target sequence (Q96LB2 whole entry, looked up): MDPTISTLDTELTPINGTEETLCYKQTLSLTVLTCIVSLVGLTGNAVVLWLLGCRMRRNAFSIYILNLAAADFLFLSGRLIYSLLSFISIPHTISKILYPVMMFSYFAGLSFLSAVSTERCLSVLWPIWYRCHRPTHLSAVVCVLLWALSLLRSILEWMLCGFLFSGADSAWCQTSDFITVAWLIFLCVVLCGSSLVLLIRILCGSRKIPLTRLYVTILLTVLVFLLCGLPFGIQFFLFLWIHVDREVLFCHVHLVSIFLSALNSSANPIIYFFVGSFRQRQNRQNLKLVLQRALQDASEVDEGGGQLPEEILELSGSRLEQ
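Material: HEK293 cells stably expressing human MrgX1 receptor | Quantity: 15,000 cells per well | Times: Cells plated overnight, dye loaded 0.5 h 37 °C, 0.5 h room temperature | Measured by: Kinetic Fluo-4 NW fluorescence of intracellular calcium | Control set: Positive and negative controls per plate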
TRPC6 inhibitor: mouse TRPC6 channel inhibitors, primary screen, cell-based, HEK293, membrane potential dye; ACh-evoked depolarization; active compounds read low; B-score at 10 µM; hit rate 1.1% among 310,000; AID 2553, 2010; Short transient receptor potential channel 6 (Mus musculus), Q61143;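 active = B-score under library mean minus 3 SD, initial fluorescence not abnormally high, positive integrated signal ratio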;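 also: B-score derived from integrated fluorescence ratio over the kinetic read; more negative B-score means stronger inhibition of depolarization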
MrgX1 antagonist: antagonists of human MrgX1 receptor, primary screen, HEK293 cells, Fluo-4 calcium flux; BAM8-22 antagonism; active compounds read low; B-score at 10 µM; hit rate 1.3% among 310,000; AID 588676, 2011;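 active = calcium-response B-score plate-corrected more than 3 library SD below zero, starting fluorescence within 5 deviations, no agonist response on first addition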;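 also: peak minus trough fluorescence over baseline after final BAM8-22 challenge near maximal dose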
HIF activator: HIF pathway transcriptional activators, primary screen, cell-based, U2OS HRE-luciferase, luminescence; activation, % at 7.5 µM (by protocol); U2OS HRE-luciferase reporter; normalized: DMSO 0%, desferrioxamine 100%; AID 1910, 2009; hit rate 0.32% among 300,000;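 active = mean activation of at least 10% of the iron chelator positive control signal, with at least half of replicates also reaching 10%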
Platelet DG rel: inhibitors of platelet dense granule secretion, primary screen, cell-based, MLPCN, human platelets; human platelet-rich plasma, SFLLRN dense granule ATP release, luminescence; inhibition, %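 (compounds screened at 7.5 µM in platelet-rich plasma)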; hit rate 0.22% among 300,000; AID 1663, 2009;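 active = mean replicate score, as percent of positive control, at or above 50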
MrgX1 allo act: positive allosteric modulators of MrgX1, primary screen, HEK293 cells, Fluo-4 calcium flux; Mas-related G-protein coupled receptor member X1 (Homo sapiens), Q96LB2; FDSS; active compounds read high; B-score at 10 µM; hit rate 0.63% among 310,000;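 active = plate-corrected calcium response at least 3 library SD above typical, normal starting fluorescence, not activating the receptor alone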;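 also: compound read alongside a low EC10 to EC30 dose of BAM8-22 agonist; peak minus trough fluorescence over baseline measured at the second addition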
TRPC4 block: inhibitors of mouse TRPC4 channel, primary screen, Fluo4 calcium, HEK293 TRPC4beta/mu-opioid cells; B-score at 10 µM; DAMGO-evoked Fluo4 calcium flux; active compounds read low; Short transient receptor potential channel 4 (Mus musculus), Q9QUQ5; hit rate 0.39% among 300,000; AID 2247, 2010;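 active = B-score over 3 SD under the library average, no early fluorescence shift, positive overall ratio signal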
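Assay system: HEK293 cells with stable TRPC4beta plus mu-opioid receptor expression. Dosing: single dose. Measured by: Fluo4 Ca2+ flux fluorescence. Also added: DAMGO in two steps, submaximal then maximal. Read-out: B score from integrated Fluo4 fluorescence ratio.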
SKKanGAS inh: S. pyogenes SKKanGAS growth inhibitors in kanamycin, primary screen, streptokinase expression inhibitor project, SKKanGAS strain, BacTiter-Glo luminescence. 6 h. inhibition, % at 7.5 µM. hit rate 1.3% among 300,000. AID 1662, 2009;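 active = mean replicate score, as percent of positive control median, at least 50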;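 also: strain carries kanamycin resistance gene driven by streptokinase promoter and grows in 40 µg/ml kanamycin; loss of luminescence reflects streptokinase promoter inhibition or plain growth inhibition; 0% = median of DMSO wells and 100% = positive control at its reference dose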
RGS4 inh: RGS4 inhibitors, primary screen, cell-based, HEK293 M3R inducible RGS4, calcium flux; Regulator of G-protein signaling 4 (Homo sapiens), P49798; Fluo-4 calcium flux; active compounds read high; triggered by carbachol at its EC20; B-score at 10 µM; hit rate 0.45% among 310,000; AID 463165, 2010;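 active = B-score, a plate-corrected calcium signal, over three deviations above library mean, with baseline fluorescence within five deviations of library mean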;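 also: RGS4 expression induced by doxycycline in cells with stable M3 receptor; B-score is computed from the integrated fluorescence ratio over baseline after carbachol; higher B-score means a larger calcium signal and so more RGS4 inhibition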
Target sequence (P49798 whole entry, looked up): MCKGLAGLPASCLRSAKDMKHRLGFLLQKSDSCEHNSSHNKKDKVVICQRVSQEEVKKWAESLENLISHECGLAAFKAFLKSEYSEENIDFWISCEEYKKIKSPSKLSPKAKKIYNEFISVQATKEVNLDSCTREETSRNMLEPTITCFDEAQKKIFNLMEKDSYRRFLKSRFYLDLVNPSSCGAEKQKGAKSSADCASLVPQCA
* = called active by the depositor; i = inactive; / = not tested or not shown.

SMILES	TRPC6 act	RGS4 pot	MrgX1 agonist	TRPC6 inhibitor	MrgX1 antagonist	HIF activator	Platelet DG rel	MrgX1 allo act	TRPC4 block	SKKanGAS inh	RGS4 inh
Cc1nnsc1C(=O)NNS(=O)(=O)c1ccccc1	i	i	i	i	i	-0.4	-1	i	i	-2	i
CCCC(=O)Nc1ccc(C(=O)N/N=C2\CC(=O)CC(C)(C)C2)cc1	i	i	i	i	i	-0.3	1	i	i	0	i
CC1CCN(C(=O)C2CCCN(c3ncnc4c3nc3n4CCCCC3)C2)CC1 (centres undefined)	i	i	i	i	i	/	14	i	i	-1	i
CCOC(=O)c1[nH]cnc1C(=O)O	i	i	i	i	i	-0.1	2	i	i	-2	i
C#Cc1ccc([C@@H]2C=C(C(=O)O)O[C@H](OCc3ccc(CO)cc3)C2)cc1	i	i	i	i	i	0.1	-1	i	i	1	i
CCCCc1ccc(NC(=S)NCCO)cc1	i	i	i	i	i	-0.1	-3	i	i	0	i
COc1cc(/C=C(/C#N)C(=O)Nc2ccccc2)ccc1OCc1ccc(C(=O)O)cc1	i	i	i	i	i	0.3	-4	i	i	7	i
Cc1ccc(S(=O)(=O)N2CCC(N3CCC(C)CC3)CC2)cc1	i	i	i	i	i	-0.2	-11	i	i	4	i
O=c1c2c(ncn1Cc1ccccc1)nc1n2CCC1	i	i	i	i	i	0.9	-5	i	i	-6	i
O=C(NCCc1ccccc1)C1CCCN(C(=O)NC2CCCCC2)C1 (centres undefined)	i	i	i	i	i	-0.1	-4	i	i	0	i
CC(Oc1ccc(Cl)cc1)C(=O)N1CCCc2ccccc21 (centres undefined)	i	i	i	i	i	0.0	-8	i	i	2	i
O=[N+]([O-])c1ccc(-c2nnc3cccc(Cl)n23)cc1	i	i	i	i	i	-0.7	0	i	i	-2	i
O=C(O)c1ccccc1NCCO	i	i	i	i	i	0.2	0	i	i	3	i
CCOc1cc(S(=O)(=O)n2cc(-c3ccc(F)cc3)c(N)n2)cc(OCC)c1OCC	i	i	i	i	i	-0.4	8	i	i	-10	i
Clc1ccc2oc(SCc3cccnc3)nc2c1	i	i	i	i	i	-2.6	3	i	i	-5	i
COc1ccc(CN(CC(=O)NCC2CCCO2)C(=O)CCC(=O)Nc2cc(C)on2)cc1 (centres undefined)	i	i	i	i	i	-1.0	11	i	i	-4	i
Oc1[nH]c(=S)sc1C=C1N=c2ccccc2=N1	i	i	i	i	i	0.2	-8	i	i	6	i
Cc1cc(F)ccc1NS(=O)(=O)c1c(C)nc2scc(C)n2c1=O	i	i	i	i	i	0.7	19	i	i	7	i
CCCCNS(=O)(=O)C1CCS(=O)(=O)C1 (centres undefined)	i	i	i	i	i	-0.2	-4	i	i	-3	i
N#CC(=C=[N-])c1nc2ccccc2nc1-[n+]1cccc(NC(=O)c2cccs2)c1	i	i	i	i	i	-0.7	-1	i	i	11	i
C/C(=C\C(=S)Nc1ccccc1)Nc1ccc2ccccc2c1	i	i	i	i	-4.5*	0.6	-1	i	i	14	i
O=C(CC(c1ccccc1)c1ccccc1)NCc1cccnc1	i	i	i	i	i	-0.1	0	i	i	1	i
O=S(=O)(c1ccc(F)cc1)N1CCN(c2ccccc2)CC1	i	i	i	i	i	0.2	4	i	i	2	i
COc1ccc(CNC(=O)CN2C(=O)CSc3ccc(S(=O)(=O)N4CCOCC4)cc32)cc1	i	i	i	i	i	-0.2	2	i	i	-2	i
Cc1ccc(OCC(=O)NN2C(=O)c3ccccc3C2=O)c(C)c1	i	i	i	i	i	-0.2	-17	i	i	-5	i
O=C(NCCCc1ccccc1)c1ccc([N+](=O)[O-])cc1Cl	i	i	i	i	i	2.2	9	i	i	4	i
COc1ccc(C(=O)NCCCNC(=O)c2ccccn2)cc1Br	i	i	i	i	i	0.1	-1	i	i	-2	i
COc1ccc(NC(=O)CC2C(=O)N(c3cccc(OC)c3)C(=O)N2CCC(C)C)cc1 (centres undefined)	i	i	i	i	i	-0.3	-7	i	i	-12	i
O=C(CN1C(=O)CCS(=O)(=O)c2ccccc21)NCc1ccccc1	i	i	i	i	i	0.6	4	i	i	4	i
COc1ccc(C(=O)N2CCN(Cc3ccccc3)CC2)cc1[N+](=O)[O-]	i	i	i	i	i	0.4	-1	i	i	16	i
COc1cc2c(cc1OC)C(c1ccccc1)CC2=O (centres undefined)	i	i	i	i	i	-0.1	-14	i	i	-1	i
COc1cccc2cc(S(=O)(=O)c3ccc(C)cc3)/c(=N/NS(=O)(=O)c3ccc(C)cc3)oc12	i	i	i	i	i	0.0	16	i	i	7	i
O=C(Cc1ccccc1)N1CCC(c2nc(-c3ccc(F)cc3)no2)CC1	i	i	i	i	i	-0.1	17	i	/	-6	i
COc1ccccc1CNC(=O)C(Cc1c[nH]c2ccccc12)NC(=O)OCc1ccccc1 (centres undefined)	i	i	i	i	i	-0.2	-11	i	i	-8	i
CCOc1ccc(S(=O)(=O)N2CCC(C(=O)NCCc3ccc(S(N)(=O)=O)cc3)CC2)cc1	i	i	i	i	i	-1.4	5	i	i	-2	i
CC1C(=O)Nc2ccccc2N1C(=O)c1c(F)cccc1F (centres undefined)	i	i	i	i	i	-1.2	-3	i	i	-6	i
O=C(Nc1cc(S(=O)(=O)N2CCCCC2)ccc1Cl)C1=NN(c2ccccc2)C(=O)CC1	i	i	i	i	i	0.0	-1	i	i	13	i
CCC(=O)N1CCc2cc(S(=O)(=O)NC(C(=O)Nc3cccc(C)n3)C(C)C)ccc21 (centres undefined)	i	i	i	i	i	0.4	5	i	i	-3	i
O=C(Cc1ccc(S(=O)(=O)N2CCOCC2)s1)N1CCN(S(=O)(=O)c2cccc([N+](=O)[O-])c2)CC1	i	i	i	i	i	0.7	-3	i	i	0	i
O=C(CSC1=NCCS1)Nc1ccc2ccccc2c1	i	i	i	i	i	0.6	-5	i	i	4	i
O=C(CN1C(=O)C2(OCCO2)c2ccccc21)c1ccc(Br)cc1	i	i	i	i	i	0.0	2	i	i	-3	i
COc1ccc(N(CC(=O)NCC2CCCO2)C(=O)CCC(=O)Nc2nccs2)c(OC)c1 (centres undefined)	i	i	i	i	i	-0.1	19	i	i	3	i
COc1cccc(C(=O)NCCN2CCN(c3ccccc3)CC2)c1	i	i	i	i	i	-0.1	8	i	i	5	i
O=C(Nc1ccc(O)c2c(=O)cc(-c3cccc(Cl)c3)oc12)c1ccc(F)cc1	i	i	i	i	i	-1.6	1	i	i	-3	i
Cc1c(C(=O)NCc2ccccn2)oc2ccc(Br)cc12	i	i	i	i	i	3.2	6	i	i	0	i
CC1=NOC(=O)/C1=C/c1ccc(N(C)C)cc1	i	i	46*	i	i	-0.2	13	i	i	-1	i
CC(C)NC(=O)c1ccc(OC2CSC2)cc1	i	i	i	i	i	1.2	-4	i	i	-3	i
C=CCn1cccc(C(=O)Nc2ccc(Cl)cc2)c1=O	i	i	i	i	i	2.4	-7	i	i	-3	i

Retrieved by compound from the entries so far (3):
SMILES	TRPC6 act	RGS4 pot	MrgX1 agonist	TRPC6 inhibitor	MrgX1 antagonist	HIF activator	Platelet DG rel	MrgX1 allo act	TRPC4 block	SKKanGAS inh	RGS4 inh
COc1cccc(C(=O)NCCN2CCN(c3ccccc3)CC2)c1	i	i	i	i	i	-0.1	8	i	i	5	i
O=C(Cc1ccc(S(=O)(=O)N2CCOCC2)s1)N1CCN(S(=O)(=O)c2cccc([N+](=O)[O-])c2)CC1	i	i	i	i	i	0.7	-3	i	i	0	i
O=C(Nc1cc(S(=O)(=O)N2CCCCC2)ccc1Cl)C1=NN(c2ccccc2)C(=O)CC1	i	i	i	i	i	0.0	-1	i	i	13	i

Carrying on.
SMILES	TRPC6 act	RGS4 pot	MrgX1 agonist	TRPC6 inhibitor	MrgX1 antagonist	HIF activator	Platelet DG rel	MrgX1 allo act	TRPC4 block	SKKanGAS inh	RGS4 inh
CCCCSc1nc2c(c(=O)[nH]c(=O)n2C)n1CCc1ccccc1	i	i	i	i	i	-0.1	3	i	i	1	i
O=C1c2cccc3c(O)ccc(c23)C(=O)N1Cc1ccccc1	i	i	i	i	i	0.0	-1	i	i	11	i
CC(=O)Nc1ccc(NC(=O)CSc2nnc(-c3ccccc3)n2Cc2ccc3c(c2)OCO3)cc1	i	i	i	i	i	0.4	-10	i	i	3	i
Cc1ccc2c(Cl)c(C(=O)NC3CC3)sc2c1	i	i	i	i	i	/	/	i	i	/	i
CC(=O)Nc1sc(N/N=C/c2ccc(N(C)C)cc2)nc1-c1ccc(C)cc1	i	i	/	i	/	0.3	-2	/	i	4	i
COc1ccc(C2CC(c3ccc(Cl)cc3)=NN2C(C)=O)cc1 (centres undefined)	i	i	i	i	i	3.1	-7	i	i	6	i
O=C(O)CCn1nnc(-c2ccccc2)n1	i	i	i	i	i	-0.1	0	i	i	5	i
COC(=O)c1ccc(COC(=O)CNC(=O)c2ccco2)cc1	i	i	i	i	i	-2.1	-5	i	i	2	i
O=C(Nc1ccc(Oc2ccc(NC(=O)Nc3ccc([N+](=O)[O-])cc3)cc2)cc1)Nc1ccc([N+](=O)[O-])cc1	i	i	i	i	i	-0.3	-12	i	i	44	i
O=S(=O)(Nc1ccccc1N1CCCCC1)c1ccc(F)cc1	i	i	i	i	i	-1.1	2	i	i	12	i
O=C(Nc1ccon1)C1CCN(S(=O)(=O)c2cccs2)CC1	i	i	i	i	i	0.0	2	i	i	2	i
CCn1c(C(c2ccccc2)c2ccccc2)n[nH]c1=S	i	i	i	i	i	0.2	-16	i	i	4	i
CC1(C)Cc2cccc(OCC(=O)O)c2O1	i	i	i	i	i	-1.0	/	i	i	1	i
